PTHR1 ag: qHTS for PTHR1 Agonists: Primary Screen. HEK293 GP2 PTHR1 cells, GloSensor cAMP luminescence, 1 h. actives 0.075% (n = 410,000). Potency, µM (highest dose often 115 µM), inactives show at the highest dose activation, usual class: activators; note: potency is the fitted concentration of half-maximal effect; nearly all actives have a fitted effect of over 55% in size; some results filed as inactive show a strong effect at the top dose; inactives centre near -15; many of its hits are not listed in these tables
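HEK-293-derived GP2 cells expressing PTHR1 and a GloSensor cAMP reporter, 3,000/well, plated overnight, given luciferin plus IBMX (each 0.5 mM as added) for 1 h at 37 °C, then compound for 1 h at 37 °C. Luminescence was read after 15 min at room temperature.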
D3 ag: qHTS of D3 Dopamine Receptor Agonist: qHTS; actives 0.58% (n = 410,000); D3R DiscoveRx beta-arrestin cells, luminescence, 90 min; AID 652048, 2013; max activation, %; in the data active = max activation above about 30%; note: 0% is about no effect; mostly tested at two doses, the higher about 12 µM
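Agonist-mode cell screen: cells plated at 1500/well and incubated overnight at 37 °C, then exposed to library compounds for 90 min at 37 °C. Detection reagent was added for 30–60 min at room temperature, and luminescence was read.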
EPAC2 antag: qHTS for Antagonist of cAMP-regulated guanine nucleotide exchange factor 2 (EPAC2): primary screen | EPAC2 GEF exchange of Rap1B-BODIPY-GDP, fluorescence | Potency, µM (top dose mostly 114 µM), for inactives: at the highest dose activity, negative = inhibition, hits mostly inhibitors | actives 0.18% (n = 360,000) | AID 720708, 2013; note: potency is the fitted concentration of half-maximal effect; % is set by controls: 0 for no effect and ±100 for the full control effect; nearly all actives have a fitted effect of over 45% in size; many of its hits are not listed in these tables
Target sequence (Q8WZA2 whole entry, looked up): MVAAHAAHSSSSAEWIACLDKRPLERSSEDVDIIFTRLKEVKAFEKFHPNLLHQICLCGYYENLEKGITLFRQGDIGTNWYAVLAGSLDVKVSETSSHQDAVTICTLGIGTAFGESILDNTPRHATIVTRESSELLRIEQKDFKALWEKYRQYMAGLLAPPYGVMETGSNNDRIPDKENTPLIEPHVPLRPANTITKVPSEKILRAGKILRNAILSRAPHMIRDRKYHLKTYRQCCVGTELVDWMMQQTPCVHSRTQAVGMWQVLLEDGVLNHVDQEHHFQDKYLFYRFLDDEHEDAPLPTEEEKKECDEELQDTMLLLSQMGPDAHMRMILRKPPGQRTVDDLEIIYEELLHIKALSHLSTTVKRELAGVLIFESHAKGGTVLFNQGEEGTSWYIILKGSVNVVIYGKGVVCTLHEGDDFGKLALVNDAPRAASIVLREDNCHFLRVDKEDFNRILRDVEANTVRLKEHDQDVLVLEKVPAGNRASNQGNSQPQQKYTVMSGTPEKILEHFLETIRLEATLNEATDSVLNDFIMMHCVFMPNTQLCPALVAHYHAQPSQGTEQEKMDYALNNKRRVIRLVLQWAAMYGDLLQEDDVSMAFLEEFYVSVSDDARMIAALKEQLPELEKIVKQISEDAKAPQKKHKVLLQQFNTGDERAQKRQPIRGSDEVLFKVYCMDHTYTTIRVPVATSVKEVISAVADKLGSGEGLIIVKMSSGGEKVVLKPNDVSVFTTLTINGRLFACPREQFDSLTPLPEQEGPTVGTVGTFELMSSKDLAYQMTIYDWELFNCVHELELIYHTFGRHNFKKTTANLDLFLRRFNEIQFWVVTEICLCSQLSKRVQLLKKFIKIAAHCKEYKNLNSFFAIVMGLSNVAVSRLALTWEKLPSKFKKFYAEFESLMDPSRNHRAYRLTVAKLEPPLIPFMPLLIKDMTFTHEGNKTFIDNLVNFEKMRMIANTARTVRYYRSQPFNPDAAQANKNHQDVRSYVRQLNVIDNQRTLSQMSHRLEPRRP
MmCpn inh: Inhibitors of TCP-1 ring complex (TRiC) of Methanococcus maripaludis (MmCpn): qHTS; Chaperonin Mm-Cpn (Methanococcus maripaludis); purified Mm-Cpn ATPase, ADP Transcreener TR-FRET; Potency, µM (highest dose often 76.9 µM), for inactives: top-dose activity, negative = inhibition, actives largely listed as inhibitors; actives 0.031% (n = 330,000); note: potency is the fitted concentration of half-maximal effect; % is set by controls: 0 for no effect and ±100 for the full control effect; nearly all actives have a fitted effect of over 80% in size
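ATPase turnover read by TR-FRET ADP competition (Eu cryptate antibody/ADP-d2, 665/590 nm): 10uM ATP final, 25nM Mm-CPN final, 30 min 37degC after 10-min compound preincubation, pH 7.4 Tris/KCl/MgCl2/DTT buffer.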
DRD3 antagonist: qHTS of D3 Dopamine Receptor Antagonist: qHTS | D(3) dopamine receptor (Homo sapiens), P35462 | D3R cells, DiscoveRx beta-arrestin luminescence, antagonist mode; active compounds read low | max response, negative = inhibition, % | actives 2.5% (n = 360,000) | AID 652054, 2013; in the data active = max response below about -50%; inconclusive = no clear call, values can overlap the other calls; note: % is set by controls: 0 for no effect and ±100 for the full control effect; mostly tested at two doses, the higher about 12 µM
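Cells expressing the human receptor were seeded at 1500 cells/well, incubated overnight at 37 degrees C in 5% CO2, then exposed to library compounds with dopamine controls for 90 minutes at 37 degrees C before luminescent detection.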
Akt phos inh: HTS Assay for Inhibitors of Akt Phophorylation: Primary Screen | activity change, % for hits at 50 µM | Neuro2A IGF-stimulated pAkt S473 HTRF, 20 min; active compounds read low | actives 0.32% (n = 360,000); in the data active = activity change below about -80%; inconclusive = mostly about -51% to -80%; note: % is set by controls: 0 for no effect and ±100 for the full control effect
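Neuro2A cells (4,500/well, DMEM with 0.5% FBS) were treated with compound at a single 50 µM final concentration, stimulated with 6 nM IGF for 20 min at 37 °C, and lysed. Phospho-Akt Ser473 was read by HTRF as 665/615 ratio ×10^4.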
CCT chaperon mod: High-Throughput Screening for Modulators of Cytosolic Chaperonin Activity | purified chaperonin ATPase assay, HTRF ADP detection, 30 min | activity change, % (no concentration beside the values), hits read low | actives 0.3% (n = 360,000); in the data active = activity change below about -30%; note: % is set by controls: 0 for no effect and ±100 for the full control effect
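TRiC (40 or 20 nM final, by batch activity) in 30 mM Tris pH 7.4, 100 mM KCl, 5 mM MgCl2, 1 mM DTT was treated with compound at 76 uM single dose, then 10 uM ATP, 30 min at 37 °C. ADP was read by HTRF Transcreener.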
EPAC2 agonist: qHTS for Agonist of cAMP-regulated guanine nucleotide exchange factor 4 (EPAC2): primary screen | Rap guanine nucleotide exchange factor 4 (Homo sapiens), Q8WZA2 | EPAC2 activation, biochemical qHTS; response scale: 100% = 6.5 mM cAMP response | Potency, µM (top dose mostly 154 µM), inactives show at the highest dose activation, hits mostly activators | actives 0.079% (n = 360,000) | AID 720711, 2013; note: potency is the fitted concentration of half-maximal effect; nearly all actives have a fitted effect of over 50% in size
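EPAC2 (100 nM) mixed with Rap1B loaded with BODIPY-GDP (250 nM) plus 50 uM unlabeled GDP; compounds pinned in, 5 min RT, then read every 5 min for 30 min (ex 480, em 540 nm). Normalized to cAMP control.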
* marks the source's active call; other numbers are inactive results; i = inactive; ? = inconclusive; / = no result given; [ ] = dose if it differs, or a comment. Unless noted, calls come from the whole dose curve; as a rule, active = well fitted curve in the direction sought with a large enough effect; inconclusive = small, poorly fitted or top-dose-only effect, or another doubt; inactive = no such curve, though single readings can be large; an effect the other way counts as inactive or inconclusive. This is a subset (hit frequency here may not be typical).

cpd	mol	EPAC2 antag	DRD3 antagonist	EPAC2 agonist	MmCpn inh	CCT chaperon mod	Akt phos inh	D3 ag	PTHR1 ag
1	C[C@@H]1CC[C@]2(C(=O)O[C@@H]3O[C@H](CO)[C@@H](O)[C@H](O)[C@H]3O)CC[C@]3(C)C(=CCC4[C@@]5(C)C[C@@H](O)[C@H](O)[C@@](C)(C(=O)O[C@@H]6[C@H](O)C[C@@]7(C)C(CC[C@]8(C)C7CC=C7[C@H]9[C@](C(=O)O[C@@H]%10O[C@H](CO)[C@@H](O)[C@H](O)[C@H]%10O)(CC[C@@H](C)[C@@]9(C)O)CC[C@]78C)[C@@]6(CO)C(=O)O)C5CC[C@]43C)[C@@H]2[C@]1(C)O (some centres undefined)	-3%	30	0%	1%	1.0	i	-1	-23%
2	COc1ccc(N2CC(C(=O)N3CCC(c4nc5ccccc5[nH]4)CC3)CC2=O)cc1 (centres undefined)	3%	-22	7%	-3%	-1.1	i	-15	-18%
3	COc1ccc(C(C)C)cc1S(=O)(=O)NCC1CCCO1 (centres undefined)	13%	-15	10%	0%	1.4	i	5	30%
4	CC(C)C(c1nnnn1C1CCCCC1)N1CCN(C(=O)c2ccco2)CC1 (centres undefined)	2%	1	2%	0%	-0.4	i	0	i
5	CCN1C(=O)c2cccc3c(Cl)ccc1c23	-25%	18	-1%	1%	0.5	i	5	21%
6	CCOC(=O)C(CC)/C(C)=N/NC(=O)c1ccc([N+](=O)[O-])cc1 (centres undefined)	-2%	-64*	10%	-1%	-2.7	i	-4	-2%[57.5 µM]
7	CC1(C)CC(=O)c2sc(NC(=O)CN3CCCCC3)nc2C1	3%	32	-84%[inhibitor][15.6 µM]	1%	-3.1	/	8	-5%[57.5 µM]
8	COc1ccccc1NC(=S)N1CCn2cccc2C1c1cccnc1 (centres undefined)	-1%	3	6%	0%	1.8	i	0	-10%
9	COc1ccc(N2CCN(C(=O)[C@@H]3CCCN3C3=NS(=O)(=O)c4ccccc43)CC2)cc1	1%	-12	10%	-2%	-1.0	i	1	?
10	Cc1ccc(NC(=O)CCNS(=O)(=O)c2ccc3c(c2)CCC(=O)N3)c(Br)c1	-4%	23	-1%	2%	-0.5	i	4	-14%
11	COC(=O)[C@]12CCCCC=C1N(Cc1ccco1)C(=O)[C@H](CC(=O)NCc1cccc(C(F)(F)F)c1)C2	-14%	8	-7%	/	0.6	i	1	-7%
12	O=C(O)CSc1ncnc2sc3c(c12)CCCC3	6%	-16	-2%	-7%	-1.3	i	-4	i
13	CC(C)Oc1ccc(C(CCNCc2ccc(O)cc2)c2ccccc2)cc1 (centres undefined)	-1%	-7	7%	2%	-4.0	i	-1	i
14	COc1ccc(CCNC(=O)C(=O)c2c[nH]c3ccccc23)cc1OC	-3%	-8	14%	0%	-2.1	i	6	-26%
15	Cc1nnsc1C(=O)N/N=C/c1ccc(OC(F)(F)F)cc1	-12%	-14	-11%	2%	-4.8	i	1	-15%
16	CNS(=O)(=O)c1cccc(C(=O)OCC(=O)c2ccc3[nH]c(=O)[nH]c3c2)c1	-5%	-28	7%	-1%	-4.3	i	-26	0%
17	O=Cc1cccc(OCc2cccc3ccccc23)c1	-6%	7	16%	1%	0.0	i	-13	i
18	CC(Nc1nc(-c2cccc(Br)c2)cs1)c1nc2cc(Cl)c(N3CCCCC3)cc2n1CCOCCO (centres undefined)	7%	-15	0%	-7%	-0.1	i	-11	-14%
19	O=C(CCNC(=O)c1ccco1)NCc1ccc(C(=O)O)cc1	15%	20	3%	-2%	-0.2	i	2	i
20	CSc1ccc(OC2CCCCC2NS(=O)(=O)c2ccccc2)cc1 (centres undefined)	-14%	-17	26%	0%	-2.5	i	5	i
21	COc1ccc(S(=O)(=O)NCCC(=O)NCc2cccs2)cc1	8%	-28	3%	2%	1.3	i	21	12%[57.5 µM]
22	COc1cccc2c(=O)c(SC(F)(F)C(F)C(F)(F)F)c(C)[nH]c12 (centres undefined)	-4%	-23	2%	-1%	-0.2	i	5	i
23	Clc1ccc2nnnc(-c3ccccc3)c2c1	17%	4	-7%	-22%	-1.1	i	-3	-4%
24	COc1ccccc1N1C(=O)c2ccc(C(=O)Nc3ccc(F)cc3)cc2C1=O	-8%	14	4%	-3%	1.4	i	2	-53%[inhibitor]
25	COc1ccc(OC)c(NC(=O)N2CCCC(CNS(=O)(=O)c3cccs3)C2)c1 (centres undefined)	2%	-3	12%	0%	1.2	i	-2	i
26	CCCOc1ccc(/C=C/C(=O)N2CCN(C(=O)c3ccco3)CC2)cc1OC	-2%	20	4%	/	0.8	i	2	0%
27	CCOC(=O)C(c1ccccc1)C(Nc1cc(C(F)(F)F)cc(C(F)(F)F)c1)c1ccccn1 (centres undefined)	-1%	-17	-8%	0%	-1.1	i	38*	i
28	Cc1[nH]c2ccccc2c(=O)c1CN1CCCCCC1	-4%	9	0%	0%	1.7	i	-13	2%
29	O=C(CSc1ncn[nH]1)N1CCN(S(=O)(=O)c2ccccc2)CC1	0%	3	9%	-8%	6.6	i	0	-7%[57.5 µM]
30	Cc1cc(C)nc(NC(=O)c2c(-c3c(Cl)cccc3Cl)noc2C)n1	1%	-13	6%	3%	-0.5	i	3	i
31	COc1cccc2sc(N(CCCN(C)C)C(=O)c3sc4ccccc4c3Cl)nc12	-4%	-14	10%	-10%	0.3	i	-12	-2%
32	C=CCC[C@@H](Cc1ccc(F)cc1)C(=O)OC[C@@H](NC(=O)[C@@H](CC=C)CC(=O)N(CCO)Cc1ccccc1)c1ccccc1	-22%	1	-5%	-1%	-1.7	i	-8	i
33	CSc1nc2ncnc(N)c2[nH]1	1%	14	9%	0%	-0.3	i	6	i
34	Cc1cc(C(=O)NC(=S)Nc2ccccc2N2CCOCC2)ccc1[N+](=O)[O-]	3%	-14	-2%	2%	-0.1	i	-4	-7%
35	Cc1noc(C)c1S(=O)(=O)N(C)C[C@H]1OCCCC[C@H](C)Oc2ccc(NC(=O)CCCN(C)C)cc2C(=O)N([C@H](C)CO)C[C@@H]1C	3%	-17	2%	/	-1.3	i	-6	-13%
36	CC(=O)OCCCCON1C(=O)c2ccccc2C1=O	11%	16	9%	1%	0.3	i	0	i
37	O=C(NC1CCCC1)N[C@@H]1C=C[C@@H](CC(=O)N2CCOCC2)O[C@@H]1CO	13%	10	8%	/	/	i	6	i
38	Cn1cnc([N+](=O)[O-])c1Sc1ccc(C(C)(C)C)cc1	-11%	?	-1%	-1%	-0.7	i	-11	-15%
39	COc1ccc(S(=O)(=O)N2CCC3(CC2)OCCN3S(=O)(=O)c2cccs2)cc1	-4%	3	9%	1%	1.4	i	5	-28%
40	COc1cccc(CNC(=O)CCNC(=O)c2ccccc2OC)c1	1%	-17	3%	1%	-2.7	i	-6	7%
41	Cc1cccc2c(C(=O)N3CCN(c4ccccc4)CC3)cc(-c3ccncc3)nc12	-6%	8	4%	1%	0.8	i	-7	-20%
42	COc1cccc(C=NNC(=O)c2ccncc2)c1O	0%	21	10%	/	0.8	i	13	i
43	O=CN1CCN(C(=O)Cc2ccc(Cl)cc2)CC1	8%	9	7%	/	-2.1	i	2	i
44	Cc1ccccc1CSCC(=O)c1c(N)n(C)c(=O)n(C)c1=O	5%	?	2%	0%	-2.4	/	2	i
45	Cc1ccc2[nH]c3c(=O)n(CCCN4CCN(C)CC4)cnc3c2c1	6%	-2	5%	1%	0.9	i	1	21%
46	CCC(C)N1CCC(Oc2ccc(C(=O)NCc3ccccn3)cc2)CC1 (centres undefined)	1%	-1	11%	?	-1.4	i	-7	19%
47	O=C(NC1CCCC1)C(c1cccs1)N(C(=O)c1csnn1)c1ccccc1F (centres undefined)	1%	-6	6%	-2%	-2.3	i	-4	-20%
48	CCOc1cc(/C=C/c2nc3cc(C)c(C)cc3s2)ccc1OCC(=O)N1CCOCC1	-1%	0	-3%	-2%	-0.7	i	-5	i
49	CCc1nnc(NC(=O)CN2CCN(c3cccc(OC)c3)CC2)s1	5%	-7	3%	0%	-1.8	i	-1	-4%
50	COc1ccc(NC(=O)NCCc2ccc(Cl)cc2)cc1OC	-5%	11	-8%	-2%	2.1	i	2	i
51	CCOC(=O)C1CCN(Cc2cc(Cl)c3ccccc3c2O)CC1	-21%	?	8%	-7%	0.5	i	-8	-14%
52	CCOc1cccc(-c2c(C(=O)N/N=C/c3cccs3)nnn2-c2nonc2N)c1	3%	-30	11%	-3%	-0.2	i	-2	-65%[inhibitor]
53	O=C(Nc1ccc(F)cc1)c1cc(S(=O)(=O)N2CCOCC2)cs1	-9%	3	6%	-2%	0.7	i	-3	-15%
54	Cn1c(SCC(=O)n2c3c(c4ccccc42)CCCC3)nnc1-c1ccccc1	5%	-25	6%	0%	-1.4	/	0	i
55	COc1ccc(S(=O)(=O)NNC(=O)C2CC(c3cccnc3)=NO2)cc1 (centres undefined)	5%	-13	10%	-3%	-2.2	i	11	i
56	Fc1cccc(Nc2ncnc3sccc23)c1	-2%	20	14%	0%	-0.2	i	0	i

Continued.
cpd	mol	EPAC2 antag	DRD3 antagonist	EPAC2 agonist	MmCpn inh	CCT chaperon mod	Akt phos inh	D3 ag	PTHR1 ag
57	COc1cccc(/C=N/NC(=O)CSc2ccccc2C)c1OC	1%	-6	-6%	-7%	-2.0	i	2	-5%
58	CCC(=O)NCCn1c(C)cc2ccccc21	0%	-3	11%	-5%	-1.8	i	3	-43%[inhibitor]
59	COc1ccc(S(=O)(=O)N2CCN(C)CC2)cc1C	-3%	0	8%	2%	3.4	i	-17	2%
60	CCOC(=O)NC(=O)CSc1cc(C)c2cc(C)cc(C)c2n1	-16%	-1	8%	-9%	-0.1	i	5	i

Assay outcomes from PubChem BioAssay.
